Pf apPOL block – Pf-apPOL DNA polymerase inhibition; inhibition, % at 10 µM; Recombinant Pf-apPOL, molecular beacon fluorescence, 1.5 h; 0.25% of 210,000 active
mHTT CaM bind – inhibitors of human mutant huntingtin-calmodulin interaction. AlphaScreen His-mHTT/GST-CaM binding, luminescence. inhibition, % at 15 µM. AID 1671202. 3.6% of 190,000 active. P42858;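 also: 0% = both proteins with DMSO and 100% = one protein alone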
* = called active by the depositor; i = inactive; . = not tested or not shown; & = joins results of further samples. Rule as the data show it: active = inhibition above about 50%; inactive = the rest.

molecule | mHTT CaM bind | Pf apPOL block
O=C1OC(c2cc([N+](=O)[O-])ccc2Cl)=N/C1=C\c1cccs1 | 2.0 | -2.6
O=C(NCc1ccc(F)cc1)c1cc2n(n1)CCCN(Cc1ccc(F)cc1)C2=O | 1.9 | -2.1
c1ccc(Nc2nc(N3CCCCC3)nc(N3CCNCC3)n2)cc1 | 15.5 | -0.1
O=C(Nc1ccc(F)cc1)N1CCn2cccc2C1Cc1ccccc1 (stereo not given) | 69.0* | -8.1
O=C(CSc1ccc2nnc(-c3ccncc3)n2n1)NCc1ccccc1Cl | 0.0 | -1.5
CCC(C)NC(=O)C1CCN(c2ccc(Br)cc2)C1=O (stereo not given) | -3.0 | -5.4
COc1cccc(/C=c2\sc3nc(-c4ccc(Cl)cc4)nn3c2=O)c1 | -3.0 | -6.5
Cc1ccnc(NS(=O)(=O)c2ccc(NC(=O)c3ccc([N+](=O)[O-])o3)cc2)n1 | -6.4 | 1.4
Cc1ccc(C(=O)N/C(=C\c2cccs2)C(=O)NCc2ccc3c(c2)OCO3)cc1C | 14.0 | -5.4
O=C(NCc1cccnc1)C1CC(=O)N(c2ccc(Cl)cc2)C1 (stereo not given) | 1.9 | -0.8
CCOc1ccc(-c2noc(C(C)(C)C)n2)cc1 | -74.2 | -4.3
Cc1nc(-c2ccccc2)n(C(C)C)c(=O)c1CCO | -10.9 | 0.0

(listing goes on)
molecule | mHTT CaM bind | Pf apPOL block
CC(C)(C)CNC(=O)c1cc(=O)[nH]c2ccccc12 | -4.0 | -2.1
CCC1=NC(c2ccc(Br)cc2)N(O)C1(C)C (stereo not given) | -4.0 | -2.3
O=C(NCc1cccc(Br)c1)C1CCCN(c2ccncc2)C1 (stereo not given) | -11.8 | -1.1
O=C(NCc1ccccc1)C(=O)Nc1ccc(Cl)cc1 | 3.0 | -6.9
COc1ccc(-c2nnc3n2CCN(Cc2ccccc2C#N)C3)cc1 | 7.2 | 3.6
Cc1ccc(S(=O)(=O)N2CC3C4C=CC(C4)C3C2)cc1 (stereo not given) | -19.0 | -0.1
Cc1c(Cl)c([N+](=O)[O-])nn1CCCC(=O)Nc1ccc(C#N)cc1 | 5.0 | -1.5
COc1ccc(-n2nc(C(=O)Nc3ccc(F)cc3Cl)c3ccccc3c2=O)cc1 | -8.0 | -3.7
CC1(C(=O)n2cnc3ccccc32)CC1(Br)Br (stereo not given) | -3.0 | -0.8
CC(=O)N1CCC2(CC1)NC(=O)NC2=O | -1.8 | -4.5
CCC1c2ccc(C)n2CCN1C(=O)Nc1cccc(C)c1C (stereo not given) | 0.4 | -3.5
O=C(O)C1C2C=CC(C2)C1C(=O)Nc1cccc([N+](=O)[O-])c1 (stereo not given) | 0.9 | 11.9

Next section
molecule | mHTT CaM bind | Pf apPOL block
COc1cc(C2=N/C(=C\c3ccc(F)cc3)C(=O)O2)cc(OC)c1OC | 4.0 | -4.6
COc1ccc(-c2c3c(=O)n(C)c(=O)n(C)c3cn2C2CCCCC2)cc1 | 33.0 | 67.0*
Cn1cc(-c2noc(-c3cc(F)ccc3Cl)n2)ccc1=O | -4.7 | 2.2
O=C(NCCC1=CCCCC1)C1CC(=O)N(C2CCCC2)C1 (stereo not given) | -1.3 | -1.2
CSCCC(NC(=O)c1cc(CC(C)C)oc1C)C(=O)O (stereo not given) | 15.0 | -2.3
CCOc1cc(/C=C2/SC(NC(C)=O)=NC2=O)ccc1OCc1ccccc1 | 13.0 | 1.6
CCCCN1CCN(C(=O)C2c3ccccc3CCN2C(=O)C2CC2)CC1 (stereo not given) | 2.4 | -5.9
COc1cc(OC)c(NC(=O)N2CCOc3ccccc32)cc1Cl | -3.5 | -4.8
CCCCNC(=O)c1cc2cc3ccc(OC)cc3nc2s1 | -1.0 | -12.0
Cc1ccc(-c2csc(NC(=O)c3ccc(S(=O)(=O)N4CCc5ccccc54)cc3)n2)o1 | 36.0 | -5.8
CC1(C)C(C=C(Cl)Cl)C1C(=O)Nc1ccc(S(N)(=O)=O)cc1 (stereo not given) | 2.0 | -3.0
Cc1ccc(Cn2c(=N)n(CC(=O)c3ccc(Cl)cc3)c3ccccc32)cc1 | 12.0 | 4.2

Remaining list, next part:
molecule | mHTT CaM bind | Pf apPOL block
Cc1noc(C2CCCCN2C(=O)c2c[nH]c3ccccc23)n1 (stereo not given) | -7.0 | -7.8
COc1ccc(C2CC(O)(c3ccccc3)Oc3cc(C)c(Cl)c(C)c32)cc1 (stereo not given) | 89.3* | -2.7
Cc1cc(C)c(C)c(OCC(=O)O/N=C(\N)c2ccncc2)c1 | i | -3.3
COc1ccc(OCCn2c(NC(C)=O)nc3ccccc32)cc1 | 5.1 | -4.6
N#Cc1cccc(NC(=O)CSc2nc3c(c(=O)[nH]2)CN(Cc2ccccc2)CC3)c1 | 53.6* | -6.0
Cc1cc(Br)c2c3c(c(N)c(=O)[nH]c13)-c1ccccc1C2=O | 29.0 | -1.7
CC(C)(C)OC(=O)N1CCCC(C(=O)Nc2cccc(C(=O)N3CCOCC3)c2)C1 (stereo not given) | -8.2 | -5.1
Cc1cc(C)c(C(=O)Nc2ccccc2)c(CC(C)(C)C(=O)O)c1 | . | -1.3
COc1ccccc1NC(=O)C1=C(C)Nc2nnnn2C1c1ccc(C)cc1 (stereo not given) | 2.0 | -1.1
CCn1cnnc1C1CCCCN1C(=O)CCc1c(C)noc1C (stereo not given) | -3.0 | 4.0
CCCCCOc1ccc(/C=c2\sc3nc(-c4ccncc4)nn3c2=O)cc1OC | 18.0 | -2.5
COc1cccc(CN2CCCC2c2cc(C)on2)c1O (stereo not given) | 10.2 | -8.9

Carrying on.
molecule | mHTT CaM bind | Pf apPOL block
COc1ccc(Cc2c(O)nc(SCC(=O)N3CCOCC3)[nH]c2=O)cc1 | 4.2&-3.9 | 0.4&-3.1
COc1ccc(S(=O)(=O)N2CCC(C(=O)Nc3ccc(F)cc3)CC2)c2cccnc12 | 20.0 | -5.3
O=S(=O)(Cc1cccc(F)c1)NCC1(O)CCOCC1 | -21.5 | -5.4
COC(=O)c1cccc(NC(=O)C23CC4CC(C)(CC(C)(C4)C2)C3)c1 | -24.3 | -1.4
CCOc1ccc(S(=O)(=O)NCCC(C)C)c2cccnc12 | -2.0 | -4.4
CN1C2=C(C(=O)CCC2)C(c2ccc(O)c(Cl)c2)C2=C1CCCC2=O | 1.0 | -7.8
CN(C)C(=O)c1cc2c(s1)CCC(C(=O)NCc1cc(F)cc(F)c1)C2 (stereo not given) | 2.4 | -4.7
c1cn(-c2cc(NC3CCCC3)ncn2)cn1 | -8.2 | -8.3
CCc1ccccc1-n1c(SCC(=O)Nc2ccccc2C(F)(F)F)nc2[nH]ncc2c1=O | 5.0 | -4.0
Cc1cc(C2C(C#N)=C(N)N(c3cc([N+](=O)[O-])ccc3C)C3=C2C(=O)CC(C)(C)C3)c(C)s1 (stereo not given) | 27.0 | -5.1
CCOC(=O)c1oc2cc(OC(=O)c3cccc([N+](=O)[O-])c3)ccc2c(=O)c1-c1ccc(OC)cc1 | 1.9 | -4.4
COc1ccc(N=Cc2cc([N+](=O)[O-])cc(Br)c2O)cc1Cl | 2.0 | -0.5

Continuation.
molecule | mHTT CaM bind | Pf apPOL block
O=C(c1ccc([N+](=O)[O-])cc1)N1CC(Oc2ccc(Cl)cc2)C1 | . | -34.1
Cc1ccc(S(=O)(=O)N2CCN(S(=O)(=O)c3ccc(C)cc3)C2C)cc1 | -1.0 | -1.6
O=C(NC(C(=O)NCCN1CCOCC1)C12CC3CC(CC(C3)C1)C2)C1CCCCC1 (stereo not given) | 3.7 | -11.5
Cc1cc(C)n2nc(SCC(=O)NCc3cccnc3)nc2n1 | -9.0 | -11.9
Cc1c(Br)c([N+](=O)[O-])nn1CC(=O)NCC1CCCO1 (stereo not given) | 0.0 | 2.4
O=C(NC1=NCCS1)c1ccc([N+](=O)[O-])o1 | . | 0.6
Cc1ccc(C(=O)Nc2c3c(nn2C(C)(C)C)CSC3)cc1[N+](=O)[O-] | 29.0 | 3.6
CCOc1ccc(-c2noc(-c3ncn4c3COC(c3ccc(OC)cc3)C4)n2)cc1 (stereo not given) | 3.3 | -5.2
CNC(=O)CCC(=O)Nc1ccc(C)cc1C | -4.6 | -3.5
CC1CN=C2C=C(N3CCN(C(=O)Nc4cc(F)cc(F)c4)CC3)N=CN21 (stereo not given) | -9.3 | 0.9
Cc1ccc(NS(=O)(=O)c2ccc(Br)cc2)nc1 | 0.0 | -18.9
O=C(NCCN1CCN(c2ccccc2)CC1)Nc1ccccc1C(F)(F)F | -8.6 | 15.2

Next part, starting with the last six of the part before.
molecule | mHTT CaM bind | Pf apPOL block
Cc1ccc(C(=O)Nc2c3c(nn2C(C)(C)C)CSC3)cc1[N+](=O)[O-] | 29.0 | 3.6
CCOc1ccc(-c2noc(-c3ncn4c3COC(c3ccc(OC)cc3)C4)n2)cc1 (stereo not given) | 3.3 | -5.2
CNC(=O)CCC(=O)Nc1ccc(C)cc1C | -4.6 | -3.5
CC1CN=C2C=C(N3CCN(C(=O)Nc4cc(F)cc(F)c4)CC3)N=CN21 (stereo not given) | -9.3 | 0.9
Cc1ccc(NS(=O)(=O)c2ccc(Br)cc2)nc1 | 0.0 | -18.9
O=C(NCCN1CCN(c2ccccc2)CC1)Nc1ccccc1C(F)(F)F | -8.6 | 15.2
COc1ccc(Cl)cc1NC(=O)c1cn(-c2ccc(Cl)cc2)c(=O)c2ccccc12 | -8.0 | -4.5
Cn1cc(CC(=O)Nc2cc(N3CCOCC3)ncn2)c2ccccc21 | 6.6 | -7.5
O=C(c1ccccc1F)N1CCCCC1 | -0.8 | -1.9
Cc1ccccc1NC(=O)c1cccc(N=Cc2ccc(O)c(O)c2)c1 | 6.0 | 11.7
OC(COc1cccc(OCC(O)CN2CCOCC2)c1)CN1CCOCC1 (stereo not given) | -1.4 | -2.7
Cc1ccc(C(=O)NCc2ccc(N3CCCCCC3)nc2)cc1F | 11.3 | -7.9
COc1ccccc1-c1noc(C2CCCN2C(=O)c2ccc(F)cc2)n1 (stereo not given) | 9.4 | -0.9
CCN(CC)C(=O)Oc1ccc2c(c1)OC(=Cc1ccc(C)o1)C2=O | -10.6 | -3.1
COc1ccc(NS(=O)(=O)c2cc(Br)cc3c2N(C(C)=O)C(C)C3)cc1Cl (stereo not given) | 6.0 | -1.5
COc1ccccc1NC(=O)CSc1nc2c(cnn2-c2cccc(C)c2)c(=O)[nH]1 | -5.3 | 1.5
O=C(NCc1ccccc1)c1cnn2c3c(cnc12)CCCCCC3 | -1.8 | 1.2
O=C(CC12CC3CC(CC(C3)C1)C2)Nc1scc2c(=O)oc3ccccc3c12 | -3.0 | -10.4

As entered above:
mHTT CaM bind, OC(COc1cccc(OCC(O)CN2CCOCC2)c1)CN1CCOCC1 (stereo not given) → -1.4
mHTT CaM bind, O=C(c1ccccc1F)N1CCCCC1 → -0.8
mHTT CaM bind, O=C(CC12CC3CC(CC(C3)C1)C2)Nc1scc2c(=O)oc3ccccc3c12 → -3.0
Pf apPOL block, COc1ccc(Cl)cc1NC(=O)c1cn(-c2ccc(Cl)cc2)c(=O)c2ccccc12 → -4.5

(list continues)
molecule | mHTT CaM bind | Pf apPOL block
Cc1cccc(NC(=O)COc2cc(C)nc(N3CCCCC3)n2)c1 | -2.2 | -0.8
CCN1CCN(C(=O)CC2CCN(c3ccnc(OC)n3)CC2)CC1 | -1.0 | -6.1
C=C(C)CSC1=C(C#N)C(c2ccc(Cl)cc2Cl)CC(=O)N1 (stereo not given) | -4.5 | -1.4
CCCC(=O)Nc1n[nH]c(C)c1-c1ccc(OC)cc1 | -1.0 | -1.9
CCOc1ccc(CCNC(=O)CSc2nc(C)c(Cl)c(C)c2C#N)cc1OCC | 3.0 | 0.2
Cn1c(C(=O)Nc2ccc3c(c2)OCCO3)cc2c1CCN(Cc1ccccc1)C2 | 11.6 | 1.2
Cc1ccc(NC(=O)CSc2nnc(-c3ccco3)c(-c3ccco3)n2)cc1C | 93.0* | 7.5
CC(C(=O)NCC1(c2ccccc2)CCOCC1)N1CCCC1 (stereo not given) | -3.2 | 0.5
COc1ccc(C2=N/C(=C/c3ccc4c(c3)OCO4)C(=O)O2)cc1 | 2.0 | -1.0
O=[N+]([O-])c1cccc(Nc2nc(-c3ccc(Cl)cc3Cl)nc3ccccc23)c1 | 14.2 | 1.4
COc1ccc(-c2nc3n(n2)C(c2cccnc2)C2=C(CCCC2=O)N3)cc1 (stereo not given) | -4.6 | -4.3
Cn1c(C2CCN(C(=O)c3ccsc3)C2)nc2cccnc21 (stereo not given) | -2.4 | 4.7

Next part.
molecule | mHTT CaM bind | Pf apPOL block
C/C(=C1/SC(N2CCCC2)=NC1=O)c1ccc(Br)cc1 | 37.0 | -8.8
O=C(c1ccc(SCc2ccoc2)c([N+](=O)[O-])c1)N1CCOCC1 | 0.0 | -5.6
CC1(C(=O)NCc2cccc(F)c2)CCCN(S(=O)(=O)c2ccc(F)cc2)C1 (stereo not given) | 4.6 | 0.0
CCCNC(=O)C1=C2CCCN2c2ccc(F)cc2S1(=O)=O | -12.8 | -1.1
COc1ccc(OC)c(C2=C/C(=C\c3ccccc3[N+](=O)[O-])C(=O)O2)c1 | 2.0 | -10.5
COc1cc(C(C[N+](=O)[O-])c2c(C)[nH]c3ccccc23)cc(OC)c1OC (stereo not given) | 42.2&37.0 | 6.6&7.8
O=C(Nc1nc(CC(=O)N2CCN(c3ccccc3O)CC2)cs1)c1cnccn1 | 43.8 | -9.8
CCOC(=O)CC(=O)Nc1ccsc1C(N)=O | . | -2.7
O=[N+]([O-])c1cc(C(F)(F)F)ccc1F | -7.1 | .
CNC(=O)Nc1cc(F)c2nc(N3CCCCC3)ccc2c1 | -13.3 | 2.6
Cc1ccc(NC(=O)CCN2C(=O)C3C4C=CC(CC4)C3C2=O)cc1F (stereo not given) | 4.0 | -3.9
CC12CC3(C)CC(C)(C1)CC(C(=O)NCC(=O)O)(C2)C3 | -1.4 | -0.7

An excerpt; count on the stated rates, not on these rows.
